LGR2 antag: blocks bursicon-induced cAMP signaling via Drosophila LGR2; HEK293 LGR2, CRE-luciferase, bursicon-stimulated, 4 h; inhibition, % at 9.99 µM; 380,000 tested, 0.35% active; AID 720647;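 active means drop in luminescence signal, shown as inhibition above about 50% in the replicate tests, limit read from the data, passing the limit was not always enough; inconclusive means probably only some replicates passing the limit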;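 further: agonist challenge used bursicon conditioned medium at about half maximal strength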
S100A4 MyoIIA: blocks human S100A4 binding to myosin IIA peptide; P26447; S100A4/TAMRA-MyoIIA peptide fluorescence polarization; inhibition, % at 10.7 µM; 360,000 tested, 0.14% active;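 active means mean inhibition of at least 70% across replicates, with every replicate also reaching that level; inconclusive means mean inhibition reaches 70% but some replicates fall short; inactive means mean inhibition below 70%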
Target sequence (P26447 whole entry, looked up): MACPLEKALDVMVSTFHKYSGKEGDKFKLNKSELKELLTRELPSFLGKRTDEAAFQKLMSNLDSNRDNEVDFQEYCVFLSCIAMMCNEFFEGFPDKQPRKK
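Test system – S100A4 monomer (human) · Compound – single-point compound testing · Schedule – 5 min incubation before reading · Probe or stimulus – TAMRA-labelled myosin IIA heavy-chain peptide probe, 5 nM · Benchmarks – neutral control DMSO, positive control TFP · Medium – Calcium-containing HEPES buffer, pH 7.2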
FN deposit inh: fibronectin deposition inhibition. AH1F fibroblasts, Alexa488-fibronectin deposition fluorescence, overnight. inhibition, % at 12.6 µM. 350,000 tested, 0.086% active;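 active means mean inhibition across replicates of 30% or more, regardless of how many single replicates reach that level; inconclusive means mean under 30% yet at least half of replicates reach 30%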;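 further: positive control wells lacked labelled fibronectin entirely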
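Assay system: AH1F fibroblast monolayer, labelled fibronectin deposition. Amount: 10000 cells per well. Also added: labelled fibronectin 24 nM. Compound: single-point pinned compound. Incubation: cell attachment 1 h, compound and FN exposure overnight. Detection: fluorescence after three HBSS washes, excitation 485 nm, emission 525 nm. Read-out: inhibition of fibronectin deposition signal.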
C2C12 statin: suppression of simvastatin myotoxicity | C2C12 myotubes + simvastatin, ATP luminescence, 48 h; scaled: DMSO 0, geranylgeraniol control 100 | rescue of ATP level, % at 7.49 µM | 330,000 tested, 0.78% active | AID 602340;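 active means mean ATP rescue above about 67%, or every replicate alone reaching that limit, limit read from the data, passing the limit was not always enough; inconclusive means no clear call, values can overlap the other calls; inactive means mean under the limit and some replicate under it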;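 further: myotubes were challenged with 10 µM simvastatin during compound exposure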
esBAF inh: inhibitors of esBAF chromatin remodeling in mouse ES cells; Bmi1-luciferase knock-in reporter, 24 h; 100% = twice the neutral-well signal; AID 602393; reporter increase, % at 12.5 µM; 350,000 tested, 2% active; in the data active means activation above about 40%; inconclusive means no clear call, values can overlap the other calls;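 further: 0% = median of the plate's neutral control wells and 100% = double that signal; a rise in the Bmi1 reporter signal indicates esBAF inhibition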
CASP6 VEID inh: caspase-6 (human) enzyme inhibition; P55212; purified caspase-6, Z-VEID-R110 cleavage fluorescence; inhibition, % at 12.5 µM; 350,000 tested, 0.53% active;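 active means mean inhibition across replicates at least about 35%, with every replicate also reaching that limit, limit read from the data; inconclusive means only one of the two criteria met; inactive means neither criterion met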;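 further: 0% = median of neutral control wells and 100% = no fluorescence left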
Target sequence (P55212 24-179 limits assumed): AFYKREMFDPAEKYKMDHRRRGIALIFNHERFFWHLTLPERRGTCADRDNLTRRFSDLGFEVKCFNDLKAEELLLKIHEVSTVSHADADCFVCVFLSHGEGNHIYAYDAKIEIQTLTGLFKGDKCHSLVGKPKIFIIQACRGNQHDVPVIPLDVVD
Target sequence (P55212 194-293 limits assumed): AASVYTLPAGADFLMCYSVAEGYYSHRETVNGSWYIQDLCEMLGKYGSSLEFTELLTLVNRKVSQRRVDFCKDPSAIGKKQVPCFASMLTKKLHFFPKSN
SIRT5 inh: sirtuin-5 (human) deacylase inhibition | Purified SirT5, succinyl-peptide AMC, trypsin-coupled fluorescence | Q9NXA8 | inhibition, % at 15 µM | 330,000 tested, 1.1% active; in the data active means inhibition above about 15%; inconclusive means no clear call, values can overlap the other calls
Target sequence (Q9NXA8 whole entry, looked up): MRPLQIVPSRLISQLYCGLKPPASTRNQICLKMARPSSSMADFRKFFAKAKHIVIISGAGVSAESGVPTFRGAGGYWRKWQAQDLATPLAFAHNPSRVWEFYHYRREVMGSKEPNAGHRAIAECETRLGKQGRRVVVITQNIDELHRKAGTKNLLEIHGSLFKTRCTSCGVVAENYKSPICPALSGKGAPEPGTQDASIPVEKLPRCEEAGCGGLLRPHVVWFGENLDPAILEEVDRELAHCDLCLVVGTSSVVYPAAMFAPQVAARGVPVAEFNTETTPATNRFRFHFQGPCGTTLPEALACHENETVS
Starred values were filed as active, the others as inactive; ? = inconclusive; . = no result given; & = joins results of further samples. Not all compounds are listed; count on the stated rates, not on these rows.

Values run as follows: LGR2 antag | S100A4 MyoIIA | FN deposit inh | C2C12 statin | esBAF inh | CASP6 VEID inh | SIRT5 inh
1) CC(C)OC(=O)c1ccc(COC(=O)CNC(=O)c2ccco2)cc1
    -24.6 | -3.6 | -0.6 | 3.3 | 1.5 | -0.4 | -1.1
2) COc1cccc(CN(C)S(=O)(=O)c2cccs2)c1
    -12.7 | -4.5 | -0.9 | 21.7 | 5.9 | -1.4 | 1.8
3) Cc1ccc(S(=O)(=O)N2CCC(C(=O)OCC(=O)NCc3ccco3)CC2)cc1C
    5.7 | 0.4 | -3.7 | . | . | 3.9 | -1.1
4) O=C1CCCN1C(=O)COc1cc(F)ccc1[N+](=O)[O-]
    10.3 | -0.3 | -1.7 | -5.9 | -3.2 | 5.5 | -1.8
5) CCCCCCN(C(=O)CCCCCN1C(=O)NC(c2ccc(Cl)cc2)C(C(=O)OCc2ccccc2)=C1C)C(C(=O)NCCCC)c1ccc(OCC(=O)OC)c(C(=O)OC)c1 (configuration not stated)
    3.7 | -4.9 | 10.1 | . | . | -2.5 | -2.4
6) CC(C)c1nc2oc3c(N(C)CCO)ncnc3c2c2c1CCC2
    -6.2 | 0.5 | -4.3 | -6.7 | 1.6 | 2.2 | -6.7
7) CC(C)NC(=O)COc1ccc(S(=O)(=O)N(C)Cc2ccccc2)cc1
    10.8 | -4.4 | -0.1 | 2.5 | -6.2 | -1.3 | -1.2
8) O=C(CCOc1ccccc1)Nc1ccc(Br)cc1
    -50.0 | 1.7 | -5.5 | -2.5 | ? | -1.8 | .
9) CCc1ccc2oc(C(=O)NC3CCS(=O)(=O)C3)cc(=O)c2c1 (configuration not stated)
    13.0 | -1.1 | 11.6 | 6.2 | -6.8 | 2.7 | 0.2
10) COc1ccccc1OCc1ccc(C(=O)N(C)C)o1
    -11.6 | . | . | 1.8 | 20.7 | . | .
11) O=C(COC(=O)c1cccc(F)c1)Nc1ccc(Cl)cn1
    -34.6 | -1.0 | -3.1 | 17.0 | -9.0 | -1.0 | -1.0
12) COc1ccc2c(c1)C=C(CN1CCN(Cc3ccccc3C)C(CCO)C1)CO2 (configuration not stated)
    -5.1 | 3.4 | -4.0 | 2.8 | -0.5 | 0.5 | -2.9
13) COc1cccc(S(=O)(=O)N[C@@H]2CC[C@H](CCn3cc(-c4ccccc4)nn3)O[C@@H]2CO)c1
    -44.0 | -40.4 | . | 9.1 | 11.3 | -2.2 | 0.7
14) O=C(c1ccoc1)N1CCN(c2cc(-c3ccccc3)nc3cc(-c4ccccc4)nn23)CC1
    19.2 | -5.1 | -2.0 | 3.5 | 9.8 | 0.9 | -7.1
15) COc1cc(-c2nc(CN(C)C(C)c3ccncn3)c(C)o2)ccc1F (configuration not stated)
    -26.9 | -32.9 | 3.7 | -1.7 | -5.5 | -13.3 | -5.1

Part of the list above, as tab-separated lines.
no.	compound	LGR2 antag	S100A4 MyoIIA	FN deposit inh	C2C12 statin	esBAF inh	CASP6 VEID inh	SIRT5 inh
9	CCc1ccc2oc(C(=O)NC3CCS(=O)(=O)C3)cc(=O)c2c1 (configuration not stated)	13.0	-1.1	11.6	6.2	-6.8	2.7	0.2
1	CC(C)OC(=O)c1ccc(COC(=O)CNC(=O)c2ccco2)cc1	-24.6	-3.6	-0.6	3.3	1.5	-0.4	-1.1

The list goes on.
Values run as follows: LGR2 antag | S100A4 MyoIIA | FN deposit inh | C2C12 statin | esBAF inh | CASP6 VEID inh | SIRT5 inh
16) COc1ccc(S(=O)(=O)n2cccc2)cc1OC
    16.1 | 5.5 | 3.2 | 11.3 | -4.2 | -2.8 | -3.9
17) Cc1ccc2c(Cl)cc(Cl)c(OCC(=O)NC(C)(C)C)c2n1
    14.1 | 2.8 | 6.7 | . | . | 11.6 | 0.4
18) CN(C)S(=O)(=O)c1ccc(Cl)c(C(=O)OCC(=O)c2ccco2)c1
    -8.6 | -3.1 | 1.9 | 4.0 | -7.2 | 2.2 | -10.5
19) Cc1c(C=NNc2ccccc2)[nH]c(=O)[nH]c1=O
    6.8 | 2.8 | 4.8 | . | . | -1.4 | -0.3
20) COc1cccc(S(=O)(=O)N(C)C[C@@H]2Oc3cc(C4=CCCCC4)ccc3S(=O)(=O)N([C@@H](C)CO)C[C@H]2C)c1
    4.4 | 2.4 | . | -53.0 | -1.6 | -0.4 | 22.2*
21) COc1ccccc1C(=O)Nc1ccccc1SC
    -3.9 | . | -9.8 | -51.2 | 11.1 | . | .
22) Cc1ccc(C)c(Cn2nnc3c(=O)[nH]c(C4CCCN(S(=O)(=O)Cc5ccccc5)C4)nc32)c1 (configuration not stated)
    5.8 | -2.2 | -2.8 | -3.4 | 2.0 | 0.4 | .
23) CC(=O)N1CCc2cc(Br)cc(S(=O)(=O)NCCCN(C)Cc3ccccc3)c21
    2.5 | 5.6 | -1.3 | -5.6 | -6.6 | -17.8 | -2.3
24) O=C(NNc1ccccc1[N+](=O)[O-])NC1CCCCC1
    2.9 | -4.2 | 6.7 | . | . | -4.6 | -0.7
25) O=C(OCc1ccccc1)N1CCC2CC1c1cc(/C=C/CCCSc3ncccn3)ccc12 (configuration not stated)
    -32.2 | -4.0 | . | -19.8 | ? | 2.8 | -1.4
26) CC(C)CC#Cc1ccc2c(c1)O[C@@H](CN(C)C(=O)c1ccccc1F)[C@@H](C)CN([C@H](C)CO)S2(=O)=O
    14.9 | 17.6 | . | 4.4 | 1.9 | -1.9 | 9.7
27) COc1cc2c(cc1OC)C(=Cc1ccc(N(C)C)cc1)C=C2
    -69.5 | -3.1 | -4.2 | 5.0 | 67.1* | 2.7 | .
28) O=P1(c2ccccc2)C=Cn2c1cc1c2CCCC1 (configuration not stated)
    . | . | -6.0 | -0.5 | -5.4 | . | .
29) CC1=C(CC(=O)c2ccc(Cl)cc2)C(=O)c2ccccc2C1=O
    . | . | 0.9 | -56.7 | 24.6 | . | .
30) CCCC(c1nnnn1C(C)(C)C)N1CCN(c2ccccc2)CC1 (configuration not stated)
    7.7 | -2.4 | -10.7 | 0.5 | -1.8 | -1.8 | -1.3
31) COc1ccc(OC)c(NC(=O)/C=C/c2ccc(S(=O)(=O)N3CCOCC3)cc2)c1
    -7.1 | 4.0 | -2.6 | -0.4 | -3.7 | 4.9 | -0.2
32) CCC(=O)N1C[C@@H]2[C@H](c3ccccc31)[C@H](CO)N2C(=O)CC
    -5.5 | 56.3 | . | -22.7 | -2.6 | -2.6 | 0.2
33) COc1ccccc1Cn1c(C)c(C(=O)NCc2cccc(C)c2)sc1=O
    -2.1 | -0.3 | 1.0 | 8.8 | 10.6 | 1.0 | .
34) CC12CCC(C(=O)NCCN3CCCCC3)(CC1=O)C2(C)C (configuration not stated)
    2.0 | -13.6 | . | . | . | 24.5 | -2.7
35) Cc1nn(CSc2c(F)c(F)c(F)c(F)c2F)c(C)c1[N+](=O)[O-]
    -3.3 | -4.1 | . | -34.0 | -7.4 | 2.0 | -6.6
36) CCN(CC)S(=O)(=O)c1ccc(N2CCOCC2)c(NS(=O)(=O)c2ccc(C)cc2)c1
    9.8 | -5.4 | 5.4 | . | . | 0.5 | 0.8
37) CC[C@]12c3[nH]c4ccc(OC)cc4c3CCN1C(=O)C(CC(=O)NCCCN(C)C)C[C@@H]2C(=O)N1CCN(C(=O)C2CC2)CC1 (some centres not stated)
    6.6 | -19.5 | -1.5 | 2.1 | -5.1 | -47.0 | -1.3
38) COc1ccccc1NC(=O)N(C)C[C@H]1OCc2ccccc2-c2c(n(C)c3ccccc23)C(=O)N([C@H](C)CO)C[C@H]1C
    5.0 | . | -4.9 | 23.7 | 1.8 | . | .
39) COc1ccc(/C=C(\NC(=O)c2ccccc2)C(=O)NCc2cccnc2)cc1
    -6.9 | 1.7 | 0.7 | -4.3 | -3.4 | 0.1 | 6.3
40) O=C(Nc1cccc(-n2cnnn2)c1)c1cccc(Cl)c1
    13.9 | -2.9 | 8.5 | -10.7 | 2.1 | -0.9 | -1.3
41) C[C@H]1CN([C@@H](C)CO)C(=O)c2cc(NS(C)(=O)=O)ccc2O[C@@H]1CN(C)C(=O)Nc1cccc2ccccc12
    13.1 | 6.0 | . | 31.2 | -0.3 | 1.8 | -4.4
42) O=C(CC1SC(=Nc2ccc(OC(F)F)cc2)N(CCN2CCOCC2)C1=O)Nc1ccccc1 (configuration not stated)
    -1.2 | -5.2 | 1.9 | -11.1 | 4.8 | -0.4 | -0.3
43) O=S(=O)(c1ccccc1)N(CC1CO1)c1cc(Cl)ccc1Cl (configuration not stated)
    -19.9 | -4.4 | 0.4 | 8.2 | -0.7 | 0.6 | 0.6
44) Cc1ccc(C2c3c(n[nH]c3C)C(=O)N2Cc2ccccc2)cc1 (configuration not stated)
    0.1 | 2.2 | 7.3 | . | . | -3.2 | .
45) C[C@@H]1CCCCO[C@H](CN(C)C)[C@@H](C)CN([C@H](C)CO)C(=O)c2cc(NS(=O)(=O)c3cn(C)cn3)ccc2O1
    15.7 | 3.7 | -5.2 | . | . | 0.1 | -0.1
46) C[C@H](N)c1nnc(SCc2c(Cl)cccc2Cl)o1
    . | . | 6.4 | 5.6 | -0.3 | . | .
47) Cc1ccc(OC(C)C(=O)N(C)c2ccccc2)c([N+](=O)[O-])n1 (configuration not stated)
    -8.5 | 5.4 | 13.1 | 5.4 | 1.9 | 5.7 | -0.4
48) Cc1cc2ccccc2n1CCNCc1c(C(=O)N2CCOCC2)nc2ccccn12
    11.1 | -1.6 | -0.6 | . | . | -4.6 | -3.0
49) CC(C)C[C@@H](CN1CCC[C@H]1CN1C(=O)C(=O)NC[C@@H]1Cc1ccc(O)cc1)N1C[C@H](Cc2ccc(O)cc2)N(CCc2ccccc2)C(=O)C1=O
    -24.9 | -3.3 | -6.4 | . | . | 0.9 | -2.1
50) NC(=O)C1CCN(c2ccc([N+](=O)[O-])cc2Cl)CC1
    2.5 | -2.8 | -8.3 | . | . | -2.0 | -0.7
51) Cc1ccc(CC(=O)Nc2nccs2)cc1
    4.2 | 0.4 | 17.7 | -11.9 | -0.7 | -0.4 | -2.0
52) NS(=O)(=O)c1ccc(N2N=C(c3ccccc3)CC2c2cccc(F)c2)cc1 (configuration not stated)
    14.3 | -0.1 | -9.9 | . | . | 0.0 | .
53) C[C@@H]1CN([C@H](C)CO)S(=O)(=O)c2ccc(C#C[C@@H](C)O)cc2O[C@@H]1CN(C)C(=O)c1ccncc1
    2.5 | 1.3 | -6.8 | 0.3 | -1.8 | -3.5 | -7.8
54) CC(C)CC1Nc2ncnc(N3CCN(c4ccccn4)CC3)c2N(Cc2ccc(Cl)cc2)C1=O (configuration not stated)
    25.2 | -2.4&-5.8 | -16.2&-37.1 | -9.7&16.3 | 1.4&-2.3 | 2.4&-2.0 | 3.9&0.0
55) Cc1ccc(S(=O)(=O)N2CCC(NC(=O)c3cccc(F)c3)CC2)cc1
    9.9 | -4.3 | 1.7 | 1.2 | -4.8 | 11.7 | -2.4
56) Cc1ccc(-n2[nH]c(C)c(C=Nc3ccc(C)cn3)c2=O)cc1
    -11.5 | 3.6 | . | -27.6 | 3.9 | -2.2 | -0.2
57) COc1ccc(C(=S)N2CCC(C(N)=O)CC2)cc1Br
    17.5 | 4.1 | 8.1 | . | . | -0.8 | -5.3
58) O=C(CCCN1C(=O)C(=Cc2ccc3c(c2)OCO3)SC1=S)Nc1ccc(C(=O)O)c(O)c1
    -10.8 | -2.7 | -6.1 | -2.1 | -12.1 | 31.7 | 34.4*
59) C=C(C)CN(CC)C(=O)CN1C(=O)NC2(CCCc3ccccc32)C1=O (configuration not stated)
    -10.1 | 0.7 | -4.8 | 7.2 | -0.8 | 4.7 | -2.8

Assay outcomes: PubChem, Broad Institute
